High-throughput results from PubChem BioAssay.
Hsp70 act – Hsp70 transcriptional activators, primary screen, cell-based, HeLa, Hsp70 promoter luciferase, luminescence, 10 µM. 200,000 compounds, 0.04% hits. activation, % at 10 µM. HeLa Hsp70 promoter luciferase reporter; scaled: vehicle 0, proteasome-inhibitor control 100%;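 active = activation above the mean across all tested compounds plus 3 SD, cutoff set per campaign, cut at about 5.5% in these data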;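 also: 100% = MG132 at 30 µM as the positive control and 0% = DMSO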
DTT redox prof – compounds producing H2O2 with reducing agent – biochemical, NIH compound library profiling, artefact control for MLSCN library redox annotation, primary screen; DTT-dependent redox cycling H2O2, phenol red/HRP absorbance; 100% = 100 µM peroxide control, 0% = buffer; activation, % at 10 µM; 200,000 compounds, 0.03% hits; AID 878, 2007;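 active = activation of at least 50% relative to the plate's high and low controls in the primary single-dose screen; inactive = activation below 50%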;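 also: compound incubated with DTT at 0.8 mM final as the reducing agent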
APP 5'UTR act – activators of APP 5'UTR luciferase reporter, primary screen, SH-SY5Y cells; SH-SY5Y APP 5'UTR luciferase reporter, luminescence; zero percent = DMSO vehicle wells; activation, % at 2 µM; 190,000 compounds, 1% hits; AID 1276, 2008;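 active = activation above a set limit, based on mean plus 3 SD of controls, cut at about 140% in these data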; also: values of inactives mirror those of a sister screen read the other way
HMGR II inh – inhibitors of E. faecalis class II HMGR, primary screen, biochemical, Enterococcus faecalis; HMG-CoA reductase (Enterococcus faecalis, mvaE); purified E. faecalis HMGR, NADPH absorbance 340 nm kinetic; inhibition, % at 10 µM; 190,000 compounds, 0.41% hits;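 active = inhibition above a set limit, the median over all tested compounds plus 3 SD, cut at about 9.5% in these data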;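 also: enzyme runs in reverse so mevalonate oxidation gives rising NADPH absorbance; 0% = complete reaction with DMSO and 100% = background rate lacking mevalonate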
STAT1 act – STAT1 signaling activators, primary screen, cell-based, HTS, luciferase reporter; NIH 3T3 STAT1-luciferase reporter, IFN-gamma, luminescence; 100% = IFN-gamma alone, no compound; activation (% of control), % at 5.5 µM; 200,000 compounds, 2.6% hits; AID 932, 2007;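 active = activation above the screen-wide mean activation plus 3 SD, cut at about 130% in these data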;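 also: raw ratio to IFN-gamma control signal so 100% means no change and 0% no light; values of inactives mirror those of a sister screen read the other way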
G6PDH counter – L. mesenteroides G6PDH inhibitors, counter-screen for G6PDH-coupled screening assays, biochemical, Leuconostoc mesenteroides enzyme; glucose-6-phosphate dehydrogenase [Leuconostoc mesenteroides]; Purified L. mesenteroides G6PDH, diaphorase/resazurin coupled fluorescence, 45 min; inhibition, % at 5 µM; 200,000 compounds, 0.12% hits; AID 1020, 2008; in the data active = inhibition above about 50%
FLuc inhib CS – firefly luciferase enzyme inhibitors, primary screen, artefact control for luciferase-based inhibitor screens, biochemical, luminescence, ATPLite | 200,000 compounds, 1.5% hits | Luciferin 4-monooxygenase (Photinus pyralis), P08659 | 10 min | inhibition, % at 10 µM | AID 1006, 2008;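 active = inhibition above about 50% when tested at 10 µM, limit read from the data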
Target sequence (P08659 whole entry, looked up): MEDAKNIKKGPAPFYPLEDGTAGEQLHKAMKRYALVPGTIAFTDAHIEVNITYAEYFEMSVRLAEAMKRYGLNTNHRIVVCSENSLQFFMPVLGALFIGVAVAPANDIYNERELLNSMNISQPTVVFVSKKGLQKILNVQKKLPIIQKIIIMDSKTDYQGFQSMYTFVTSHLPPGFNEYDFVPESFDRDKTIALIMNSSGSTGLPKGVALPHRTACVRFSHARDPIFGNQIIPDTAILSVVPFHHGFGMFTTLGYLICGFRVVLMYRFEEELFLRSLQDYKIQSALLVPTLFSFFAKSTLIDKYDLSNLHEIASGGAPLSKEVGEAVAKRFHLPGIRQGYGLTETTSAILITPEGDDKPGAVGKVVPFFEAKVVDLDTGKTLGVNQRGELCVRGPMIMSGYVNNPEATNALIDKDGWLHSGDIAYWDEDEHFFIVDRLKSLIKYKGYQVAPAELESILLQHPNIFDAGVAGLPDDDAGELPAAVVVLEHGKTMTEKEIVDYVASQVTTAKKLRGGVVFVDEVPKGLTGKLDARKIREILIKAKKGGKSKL
APP transl inh – inhibitors of APP translation via 5'UTR reporter, primary screen, APP 5'UTR luciferase, SH-SY5Y cells; SH-SY5Y APP 5'UTR-luciferase reporter, luminescence; inhibition, % at 2 µM; 190,000 compounds, 0.82% hits; AID 1285, 2008;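 active = inhibition above a set limit, derived from the sample mean plus 3 SD, cut at about 45% in these data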; also: values of inactives mirror those of a sister screen read the other way
NF-kB neuron act – activators of NF-kB expression in neurons, primary screen, cell-based, HTS; human neuronal cells, NF-kB reporter expression; active compounds read high; fold change at 12.5 µM; 190,000 compounds, 1.6% hits; in the data active = fold change above about 3.3
FLuc act counter – FLuc activators, initial screening, artefact control for FLuc-dependent activation tests, biochemical, ATPlite luminescence; 200,000 tested, under 10 active; activation factor at 10 µM; Luciferin 4-monooxygenase (Photinus pyralis), P08659; ATPlite luciferase biochemical, 10 min; 0 = ATP-free wells, 1 = DMSO control;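 active = luciferase activation factor, scaled between plate controls, of at least 2 with compound at 10 µM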
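System: luciferase plus luciferin reagent, cell-free; medium: PBS as buffer for the ATP substrate; dosing: test compounds dosed from 2 mM stocks in 100% DMSO; timing: 10 min post-reagent at room temperature; measured by: luminescence measurement of luciferase light output; evaluation: luciferase activation, seen as luminescence increase over controls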
Active calls of the source: *; x = no result given.

Start of the listing, in advance, 3 compounds:
SMILES	Hsp70 act	DTT redox prof	APP 5'UTR act	HMGR II inh	STAT1 act	G6PDH counter	FLuc inhib CS	APP transl inh	NF-kB neuron act	FLuc act counter
O=C(Nc1ccc(O)cc1)C1CC=CCC1 (stereo unspecified)	0.1	2.9	0	3	106	2	-2	0	2.4	1
Cc1cc(OC(F)F)ccc1NC(=O)Nc1ccc([N+](=O)[O-])cc1	-0.5	2.2	-3	-5	98	-20	-3	3	0.62	1
CC1(C)CC(NCc2ccc3c(c2)OCO3)CCO1 (stereo unspecified)	-0.4	2.5	-18	-7	100	17	-9	18	1.1	1.1

Main list, from the first entry:
SMILES	Hsp70 act	DTT redox prof	APP 5'UTR act	HMGR II inh	STAT1 act	G6PDH counter	FLuc inhib CS	APP transl inh	NF-kB neuron act	FLuc act counter
O=C(Nc1ccc(O)cc1)C1CC=CCC1 (stereo unspecified)	0.1	2.9	0	3	106	2	-2	0	2.4	1
Cc1cc(OC(F)F)ccc1NC(=O)Nc1ccc([N+](=O)[O-])cc1	-0.5	2.2	-3	-5	98	-20	-3	3	0.62	1
CC1(C)CC(NCc2ccc3c(c2)OCO3)CCO1 (stereo unspecified)	-0.4	2.5	-18	-7	100	17	-9	18	1.1	1.1
COc1cc(NC(=O)COC(=O)CSc2ccccc2F)c(C)cc1[N+](=O)[O-]	-0.4	1.4	-5	-4	108	-3	2	5	1.1	1
O=C(CN1C(=O)c2ccccc2C1=O)Nc1cc([N+](=O)[O-])ccc1O	-0.3	-2.6	26	2	92	5	-6	-26	1.2	1.1
Cn1c(CC(=O)Nc2ccc(Cl)c(Cl)c2)nnc1SCC(=O)Nc1nccs1	-0.5	-0.8	18	-2	100	8	-4	-18	1.2	1
CC(=O)Oc1ccccc1C1OCCN1C(C)=O (stereo unspecified)	-0.3	0.6	2	1	98	0	-9	-2	1.1	1.1
CC(C)Oc1cccc(C(=O)NC(=S)Nc2cccc(C(F)(F)F)c2)c1	-0.2	-3.1	10	-3	94	-6	-8	-10	1.1	1.1
COc1ccc(-c2cc(=O)oc3c(C)c(OCc4nn[nH]n4)ccc23)cc1	-0.2	2.9	-3	-5	99	14	-2	3	1.1	1
CCCO/N=C1/C(=O)N(c2ccccc2)c2ccccc21	0.1	-0.6	-8	-4	101	0	4	8	1.2	1
O=C(CCN1C(=O)/C(=C\c2ccccc2)SC1=S)NNC(=O)c1cccnc1	-0.3	0.2	5	-2	112	-5	-6	-5	1.1	1.1
O=C(NNS(=O)(=O)c1ccc2ccccc2c1)C1CCN(Cc2ccccc2)CC1	0.3	-1.2	20	1	103	3	-8	-20	0.98	1.1
O=C(CSc1nnc(CNc2ccc(F)cc2)n1Cc1ccccc1)NCc1ccccc1	0.0	0.0	26	9	102	-1	-5	-26	1.1	1.1
CN1C(=O)Cc2cc(S(=O)(=O)N3CCOCC3)ccc21	-0.4	1.0	2	-1	98	12	-2	-2	1	1
O=C(c1ccco1)N1CCN(C(=O)C2CC2)CC1	-0.2	-0.1	-13	0	100	2	-6	13	1	1.1
Nc1c(N)c2ccccc2oc1=O	-0.1	-0.1	-1	0	106	0	2	1	1.2	1
O=C(N/N=C/c1cn(-c2ccccc2)nc1-c1ccccc1)c1ccco1	0.0	-2.2	x	-3	105	-14	-3	x	0.88	1
O=C(CCNC(=O)c1ccccc1Cl)Nc1nc(-c2ccccc2Cl)cs1	-0.4	0.3	28	-3	107	4	-7	-28	1.4	1.1
Cc1ccc(CN2CCN(Cc3ccccn3)CC2CCO)cc1 (stereo unspecified)	-0.4	0.2	5	4	101	15	2	-5	1.3	1
CCN(CC)CCCNC(=O)C1c2cc(OC)c(OC)cc2C(=O)N(C)C1c1cccnc1 (stereo unspecified)	-0.3	-0.9	0	-1	105	0	1	0	1	1
O=C(NCc1ccc2c(c1)OCO2)c1cc(-c2ccccn2)nc2ccccc12	0.0	-0.1	1	-1	105	0	-5	-1	0.81	1.1
COc1ccc(Nc2cc(C)nc(N3CCOCC3)n2)cc1	1.1	2.0	-17	-5	105	-1	-10	17	1.1	1.1
Cc1ccccc1NC(=O)c1cc([N+](=O)[O-])ccc1NCCN1C(=O)CCC1=O	-0.3	-1.0	-16	-5	96	10	-1	16	1.1	1
CCOCCCNC(=O)CCNS(=O)(=O)c1ccc(C)cc1	-0.1	0.3	-4	0	98	-2	-4	4	1.6	1
COc1ccc(Cl)cc1N(C(C)C(=O)NC1CCCC1)S(C)(=O)=O (stereo unspecified)	-0.3	0.2	12	-3	98	5	-1	-12	0.7	1

(continued)
SMILES	Hsp70 act	DTT redox prof	APP 5'UTR act	HMGR II inh	STAT1 act	G6PDH counter	FLuc inhib CS	APP transl inh	NF-kB neuron act	FLuc act counter
COc1ccc(C2c3c(-c4cc(Cl)c(C)cc4O)n[nH]c3C(=O)N2Cc2cccnc2)cc1OC (stereo unspecified)	-0.2	-0.1	20	x	92	3	-4	-20	0.58	1
COc1cccc(NC(=S)NCc2ccccn2)c1	-0.3	-0.1	29	-4	121	18	6	-29	1.4	0.9
CCOC(=O)/C(=C\c1cccc(O)c1)c1nc2sc(C)c(C)c2c(=O)[nH]1	0.0	-0.3	-12	-6	73	-10	1	12	1.2	1
COc1ccccc1-n1c(-c2ccc(Cl)cc2)c[nH]c1=S	-0.2	0.3	-3	-9	100	-7	-1	3	1.1	1
Nc1ccccc1C#CCCCCO	-0.3	0.6	9	-10	106	11	1	-9	1.4	1
Cc1ccc(-n2ncc3c(=O)n(CC(=O)N4CCN(c5ccccc5)CC4)cnc32)cc1C	0.1	-0.1	22	-2	100	-6	0	-22	1.2	1
CC(=O)Nc1cc(C(=O)N2CCc3ccccc3C2)ccc1Sc1ccc(C)cc1	-0.2	-0.5	-7	1	99	-4	-1	7	1	1
CCOc1ccc(C(=O)N2CCCC2C(=O)O)cc1 (stereo unspecified)	-0.1	1.0	-7	-6	87	10	0	7	1.8	1
O=C(Nc1ccc2c(c1)OCCO2)C1CCCN(S(=O)(=O)c2cnc[nH]2)C1 (stereo unspecified)	-0.4	-0.6	11	2	93	-3	-4	-11	0.95	1
CCOC(=O)COc1ccc(S(=O)(=O)Nc2cccc(SC)c2)cc1	0.0	0.0	-69	-10	102	2	-3	69*	0.94	1
CCCn1cnc2c(sc3nc4c(cc32)CSC(C)(C)C4)c1=O	0.9	-0.7	20	-7	113	-6	8	-20	2.2	0.9
Fc1ccc(-c2nnn(Cc3nc4ccccc4s3)n2)cc1	-0.1	3.0	-14	-3	105	0	-4	14	1.2	1
COC(=O)c1ccc(CNC(=O)CNc2cc(C(F)(F)F)ccc2N2CCOCC2)cc1	0.0	-2.6	-17	-1	110	0	-7	17	0.95	1.1
CCOC(=O)c1oc2ccccc2c1CN1CCN(C)CC1	-0.3	0.8	-7	1	102	4	-3	7	0.89	1
CC(C)N(Cc1nccn1C)C(=O)CCc1nnc(CCCc2ccccc2)o1	-0.2	-0.9	44	0	137*	12	-1	-44	2.7	1
O=C(O)Cn1c2ccccc2c2ccccc21	-0.1	-0.2	20	0	104	5	-3	-20	0.94	1
CSc1n[nH]c(NCc2ccc(Cl)cc2)n1	0.3	0.3	-8	-3	104	0	19	8	1.2	0.8
O=C(N/N=C/c1c(F)c(F)c(F)c(F)c1F)c1cccc(S(=O)(=O)N2CCOCC2)c1	-0.3	-1.1	3	6	104	3	-6	-3	0.98	1.1
CC(=O)Nc1cc(C(=O)NCc2ccco2)ccc1Sc1ccc(F)cc1	-0.2	0.9	-11	-4	106	12	0	11	1	1
Cc1nn(C(=O)c2ccccc2)c2c1C(=O)CC(C)(C)C2	-0.2	-0.1	-10	0	105	11	-2	10	1.1	1
COc1ccc(CN2C(=O)Cc3c2nc(N)c2c(N)nc(N4CCCCC4)c(C#N)c32)cc1	-0.2	0.6	9	-7	101	-5	-2	-9	1.1	1
CCCOC(=O)C(=O)NNc1ccccc1	0.1	-2.3	-3	1	96	-1	-3	3	1.2	1
Cc1nn(C)c(C)c1S(=O)(=O)N1CCCC(C(=O)N2CCN(c3ccc(Cl)cc3)CC2)C1 (stereo unspecified)	-0.2	2.7	-3	-1	86	-10	-5	3	0.46	1
CC(C(=O)NCC1(c2ccccc2)CCCC1)N1CCCC1 (stereo unspecified)	-0.3	0.3	-18	-1	101	-3	0	18	1.1	1
Cc1ccccc1NC(=S)C1=C(O)c2sccc2N(C)S1(=O)=O	-0.4	0.8	6	-1	99	6	17	-6	1	0.8

Other entries follow.
SMILES	Hsp70 act	DTT redox prof	APP 5'UTR act	HMGR II inh	STAT1 act	G6PDH counter	FLuc inhib CS	APP transl inh	NF-kB neuron act	FLuc act counter
CNC(=S)NNC(=O)COc1cccc(C)c1C	-0.2	1.8	x	-3	98	0	-9	x	1.2	1.1
O=C(CCc1ccc(Oc2cc([N+](=O)[O-])cc([N+](=O)[O-])c2)cc1)Nc1cccc(Cl)c1	-0.2	0.5	6	-5	95	-19	-2	-6	1.2	1
O=C(c1ccc(Cl)cc1)c1c[nH]c(C(=O)NNc2cccc(Cl)n2)c1	-0.3	-1.1	-23	-4	97	5	-3	23	0.95	1
CC1CCN(c2ccccc2NC(=O)c2ccc(N3CCOCC3)c([N+](=O)[O-])c2)CC1	-0.3	1.7	0	1	102	-22	-2	0	1.1	1
COc1cc(C(=O)NCCC(=O)NC2CCCCCCC2)cc(OC)c1OC	-0.4	-1.1	-10	-3	93	-2	-2	10	0.92	1
Cc1cc(C)cc(OCC(=O)Nc2ccc3c(c2)OCO3)c1	-0.3	-0.8	-4	-13	100	12	-2	4	1.1	1
CCn1cc(C(=O)NC2CCC(C)CC2)c(=O)c2cc(S(=O)(=O)N3CCCCC3)ccc21 (stereo unspecified)	-0.1	2.1	2	-5	107	7	6	-2	0.71	0.9
Cc1cc(C)c(S(=O)(=O)N(C)CC(N)=O)c(C)c1	-0.3	2.4	1	-3	103	8	-4	-1	0.95	1
O=C1c2oc3ccccc3c(=O)c2C(c2ccc(O)cc2)N1c1nccs1 (stereo unspecified)	0.1	-0.4	9	-4	87	2	-7	-9	1.2	1.1
Cc1cc(NCCN2CCOCC2)n2nc(C)c(-c3ccc(Cl)cc3)c2n1	0.0	-0.4	8	-4	99	8	-2	-8	0.61	1
O=C(O)C1C2CCCCC2=C2CCCCC2C1C(=O)O (stereo unspecified)	-0.2	-0.2	-3	0	96	8	-5	3	1.1	1.1
COc1ccc(NC(=O)c2c(NC(=O)CCC(=O)O)sc(-c3ccccc3)c2C)cc1	0.1	-0.3	-16	-4	103	1	-4	16	1.1	1
COc1cccc(CC(=O)Nc2nccs2)c1	-0.2	-1.7	-5	-7	98	7	-3	5	1.1	1
COC(=O)c1ccccc1NC(=O)CSc1nnc(-c2ccncc2)o1	-0.2	-2.4	-26	6	94	28	1	26	0.99	1
Cc1nn(C(C)C(=O)NCCCc2ccccc2)c(=O)c2cc3occc3n12 (stereo unspecified)	-0.3	0.0	17	1	95	11	0	-17	1.2	1

An unsorted share of the library; overall some 5.3% were active at least once.
